# PKA-R2B act = activators of PKA-R2B holoenzyme, primary screen, biochemical, fluorescence polarization, Cy5-IP20, human; cAMP-dependent protein kinase catalytic subunit beta (Homo sapiens) + cAMP-dependent …; PKA-R2B holoenzyme dissociation; R2B truncated from residue 108, S112A mutant; 0% DMSO only, 100% 113 µM cGMP; activation, % at 11.4 µM; 0.079% of 340,000 active; AID 504700, 2011;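 active = activation above a cutoff set at the mean over all compounds plus 3 SD, cut at about 18% in these data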;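 note: higher means more holoenzyme dissociation and a rise in polarization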
# Mot1-301 SUMO = yeast Mot1-301 growth rescue at high temperature, primary screen, SUMOylation pathway inhibitor project, S. cerevisiae, ATP luminescence, 38.5C; growth rescue, % at 18.8 µM; S. cerevisiae Mot1-301 growth rescue; percent above DMSO median, 100 means doubled; AID 2716, 2010; 1% of 320,000 active;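 active = every valid replicate shows activation above 250% relative to neutral control wells; inactive = the rest, any valid replicate at or below 250%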;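 note: OY570 slx delta 5 strain wells were the positive control but not used for scaling; some compounds called inactive have numbers as strong as hits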
# Ecoli viability = E. coli V3065 growth inhibition, primary screen, counter-screen for AddAB inhibitor project, absorbance, OD600; 18 h; inhibition, % at 11.9 µM; 0.27% of 330,000 active;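 active = inhibition above the campaign's mean inhibition across all tested compounds plus 3 SD, cut at about 9.9% in these data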;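 note: uninfected addAB+ strain grown without phage in ampicillin broth; 0% = DMSO wells and 100% = ciprofloxacin 0.95 µg/ml wells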
# PfHsp90 yeast 2 = growth inhibition of PfHsp90-expressing yeast, primary screen, antimalarial PfHsp90 inhibitor project, S. cerevisiae, BacTiter-Glo luminescence, single point, set 2; AID 504621, 2011; 0.32% of 310,000 active; BacTiter-Glo ATP, 48 h; yeast lacking PDR1 and PDR3 efflux regulators; inhibition, % at 9.4 µM;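 active = every replicate shows inhibition above about 80%, whatever the replicate mean, limit read from the data; inconclusive = mean inhibition reaches the set limit but some replicate falls short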;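 note: 0% = DMSO neutral controls and 100% = 20 µM radicicol positive controls; yeast relying on Plasmodium falciparum Hsp90 in place of its own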
# AddAB inh = growth inhibition of E. coli expressing H. pylori AddAB, primary screen, AddAB inhibitor project, absorbance. AID 435030, 2010. inhibition, % at 11.9 µM. 0.29% of 330,000 active; in the data active = inhibition above about 12%;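 note: 0% = vehicle wells of infected cells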
# HTR5A inv ag = HTR5A inverse agonists in luminescence cell assay, primary screen, counter-screen for OPRM1-OPRD1 heterodimer inverse agonist project, full-deck HTS | AID 504634, 2011 | 0.083% of 340,000 active | inhibition, % at 9.3 µM | HTR5A cell line, inverse agonism; in the data active = inhibition mostly above about 23%, no sharp cut-off; inactive = mostly below about 18%;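 note: 0% = cells with DMSO and 100% = no-cell wells with DMSO; some compounds called inactive have numbers as strong as hits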
# PKA-R1A act = activators of PKA-R1A holoenzyme, primary screen, biochemical, fluorescence polarization, Cy5-IP20, bovine R1A, mouse PKAc; PKA-R1A dissociation; scaled: DMSO 0%, 113 µM cGMP 100%; 0.083% of 340,000 active; cAMP-dependent protein kinase type I-alpha regulatory subunit (Bos taurus) + …; activation, % at 11.4 µM;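 active = percent activation above the mean of all tested compounds plus 3 SD, cut at about 19% in these data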;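 note: higher means more PKAc released from R1A so a rise in polarization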
# Tat export inh = E. coli Tat export inhibitors, primary screen, MC4100, TorA-mCherry reporter, fluorescence, single point; 0.036% of 340,000 active; AID 488895, 2010; inhibition, % at 10 µM;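 active = mean replicate inhibition at least 50% and at least half of replicates individually reaching 50%; inconclusive = only one of the two criteria met; inactive = neither criterion met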;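 note: exported cargo escapes ClpAP degradation while cytoplasmic cargo is degraded and loses fluorescence; 0% = median of neutral control wells and 100% = median of NaSCN control wells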
# OPRM1-OPRD1 inv = inverse agonists of MOR-DOR heterodimerization, primary screen, cell-based, luminescence; cell-based MOR-DOR heterodimer luminescence, inverse agonism; inhibition, % at 9.3 µM; 0.21% of 340,000 active; in the data active = inhibition above about 22%, passing the limit was not always enough;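 note: 0% = cells with DMSO and 100% = wells without cells with DMSO; values of inactives mirror those of a sister screen read the other way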
# Target sequence (P35372 whole entry, looked up): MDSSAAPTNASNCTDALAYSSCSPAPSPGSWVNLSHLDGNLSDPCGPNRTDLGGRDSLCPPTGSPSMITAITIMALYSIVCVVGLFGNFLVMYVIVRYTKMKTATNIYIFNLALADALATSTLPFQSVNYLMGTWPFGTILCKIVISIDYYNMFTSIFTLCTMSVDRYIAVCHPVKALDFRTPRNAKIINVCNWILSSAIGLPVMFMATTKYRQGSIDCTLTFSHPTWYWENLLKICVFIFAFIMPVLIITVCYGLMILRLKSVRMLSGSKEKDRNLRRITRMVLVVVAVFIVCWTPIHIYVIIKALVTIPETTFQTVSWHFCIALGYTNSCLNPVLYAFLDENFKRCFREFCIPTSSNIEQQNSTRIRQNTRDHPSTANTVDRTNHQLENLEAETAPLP
# Target sequence (P41143 whole entry, looked up): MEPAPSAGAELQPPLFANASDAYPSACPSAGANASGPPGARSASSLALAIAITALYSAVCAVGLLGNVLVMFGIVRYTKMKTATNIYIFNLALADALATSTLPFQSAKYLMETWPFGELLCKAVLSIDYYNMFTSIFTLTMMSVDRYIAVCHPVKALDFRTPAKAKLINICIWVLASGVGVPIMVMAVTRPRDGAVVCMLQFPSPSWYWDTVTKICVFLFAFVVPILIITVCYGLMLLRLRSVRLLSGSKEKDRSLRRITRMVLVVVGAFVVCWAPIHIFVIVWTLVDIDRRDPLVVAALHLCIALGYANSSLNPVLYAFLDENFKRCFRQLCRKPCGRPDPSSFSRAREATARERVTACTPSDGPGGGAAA
# MOR-DOR ag = agonists of OPRM1-OPRD1 heterodimerization, primary screen, cell-based, luminescence; AID 504326, 2011; activation, % at 9.3 µM; Mu-type opioid receptor (Homo sapiens) + Delta-type opioid receptor (Homo sapiens), …; 0.3% of 340,000 active; cells; in the data active = activation above about 18%;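 note: 0% = vehicle-treated cells and 100% = reference agonist; values of inactives mirror those of a sister screen read the other way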
# phage Ecoli inh = growth loss of phage-infected E. coli, primary screen, RecBCD inhibitor project, absorbance, with phage, HTS; inhibition, % at 11.9 µM; 0.26% of 360,000 active; in the data active = inhibition above about 11%
# * = called active by the depositor; ? = inconclusive; · = not tested or not shown.
SMILES,PKA-R2B act,Mot1-301 SUMO,Ecoli viability,PfHsp90 yeast 2,AddAB inh,HTR5A inv ag,PKA-R1A act,Tat export inh,OPRM1-OPRD1 inv,MOR-DOR ag,phage Ecoli inh
O=S(CC1CC1(Cl)Cl)CC1CC1(Cl)Cl (stereo not drawn),-6,-12,-1.3,-18,0.2,-18,-6,-1,8,-1.5,-0.4
CC(=O)c1ccc(NC(=O)Nc2ccc([N+](=O)[O-])cc2)cc1,-5,-1,5.7,16,6.8,-8,-4,-3,3,-0.6,5.0
Cn1c(CNc2ccc(Cl)cc2)nnc1SCC#N,-8,-13,-1.2,2,1.5,-2,0,-14,3,-0.5,3.4
O=[N+]([O-])c1ccc2nnn(O)c2c1,-6,-11,-2.4,5,1.8,-7,4,4,4,-0.7,1.7
CCn1c(=NC(=O)CN2C(=O)CCC2=O)sc2c(OC)ccc(OC)c21,2,5,0.8,-13,0.5,-60,5,19,-4,0.6,3.0
COC(=O)c1ccc(NC(=O)CN(C)S(=O)(=O)c2ccc(OC)c(C)c2)cc1,-2,6,-0.6,-14,-0.3,12,-2,5,4,-0.8,0.8
Cc1ccn2c(CNC(C)c3cn(C)nc3C)c(C(=O)N3CCCCCC3)nc2c1 (stereo not drawn),-1,4,3.1,18,1.3,4,-3,-2,2,-0.4,0.7
O=C(CN1c2cccc3cccc(c23)S1(=O)=O)N1CCN(c2ccccc2)CC1,-4,-20,-4.4,-6,0.5,-20,-8,6,-3,0.7,-2.3
COc1cccc(C(=O)NCCS(=O)(=O)NC2CCCC2)c1,-16,-3,2.3,15,2.1,-8,0,1,17,-3.1,0.9
Cc1ccc2nc(NC(=O)CN(C)S(=O)(=O)c3ccc(Br)s3)sc2c1,-14,24,0.0,·,4.0,6,-16,-9,-21,4.3,3.0

# Three structures from above, ordered by heavy-atom count, largest number first.
SMILES,PKA-R2B act,Mot1-301 SUMO,Ecoli viability,PfHsp90 yeast 2,AddAB inh,HTR5A inv ag,PKA-R1A act,Tat export inh,OPRM1-OPRD1 inv,MOR-DOR ag,phage Ecoli inh
Cc1ccn2c(CNC(C)c3cn(C)nc3C)c(C(=O)N3CCCCCC3)nc2c1 (stereo not drawn),-1,4,3.1,18,1.3,4,-3,-2,2,-0.4,0.7
CC(=O)c1ccc(NC(=O)Nc2ccc([N+](=O)[O-])cc2)cc1,-5,-1,5.7,16,6.8,-8,-4,-3,3,-0.6,5.0
O=[N+]([O-])c1ccc2nnn(O)c2c1,-6,-11,-2.4,5,1.8,-7,4,4,4,-0.7,1.7

# Back to the main list; the 2 compounds before the break are reprinted first.
SMILES,PKA-R2B act,Mot1-301 SUMO,Ecoli viability,PfHsp90 yeast 2,AddAB inh,HTR5A inv ag,PKA-R1A act,Tat export inh,OPRM1-OPRD1 inv,MOR-DOR ag,phage Ecoli inh
COc1cccc(C(=O)NCCS(=O)(=O)NC2CCCC2)c1,-16,-3,2.3,15,2.1,-8,0,1,17,-3.1,0.9
Cc1ccc2nc(NC(=O)CN(C)S(=O)(=O)c3ccc(Br)s3)sc2c1,-14,24,0.0,·,4.0,6,-16,-9,-21,4.3,3.0
Cc1ccc(NC(=O)c2sc(Cl)nc2-c2ccccc2)cc1C,0,-1,2.7,-20,1.0,-4,1,-9,-21,3.7,3.6
CC(C)c1cc(Br)ccc1OCCN1C(=O)NC(C)(C)C1=O,-7,1,1.2,-46,3.3,-14,-3,10,-4,0.8,3.2
CC(=O)NC(CC(=O)Nc1ccc2c(c1)OCCO2)c1ccccc1 (stereo not drawn),-15,17,0.2,13,3.6,-2,-6,-7,21,-4.0,-0.5
O=C(NCCCc1ccccc1)c1ccc(-n2cncn2)c([N+](=O)[O-])c1,5,4,-0.3,·,1.5,2,6,-4,-5,1.1,3.4
COc1ccccc1NC(=O)c1nn(C)c(C(=O)Nc2ccccc2OC)c1[N+](=O)[O-],8,27,0.0,5,-0.9,6,-8,7,-14,3.1,-1.7
Cc1ccc(NC(=O)CN2C(=O)NC(Cc3ccccc3)C2=O)c(Br)c1 (stereo not drawn),-4,-2,-1.4,-11,1.6,-1,-14,1,-6,1.1,3.5
CCSc1ccccc1C(=O)NCc1ccc2c(c1)OCO2,-7,8,1.3,·,0.6,0,0,-2,10,-2.3,3.0
CCN(C(=O)COC(=O)c1c(C)nn(-c2ccccc2)c1Cl)c1c(N)n(Cc2ccccc2)c(=O)[nH]c1=O,-4,·,·,-23,·,15,-1,10,10,-1.6,-0.2
O=C(NNC(=O)c1cc2cc(Br)ccc2oc1=O)c1ccc(O)cc1,6,1,3.5,-6,-0.3,-10,-7,-2,5,-0.7,2.8
O=C(COC(=O)/C=C/c1cccc(Br)c1)NC1CCCCC1,2,-7,-1.3,13,1.6,15,-2,1,8,-2.0,5.6
Cc1nn(-c2ccccc2)c2sc(C(=O)NCCN3CCOCC3)cc12,-14,26,-0.6,12,1.5,-8,-3,5,-5,0.9,0.1
CC1N(C)c2cc(NC(=O)c3ccco3)c(P(=O)(Nc3ccc([N+](=O)[O-])cc3)N3CCOCC3)cc2C1(C)C (stereo not drawn),-2,11,-1.7,-10,1.1,11,-1,-6,11,-2.1,3.4
COc1ccc(NC(=O)COC(=O)c2ccco2)c([N+](=O)[O-])c1,-2,-21,3.7,-1,-0.4,3,-9,5,-4,0.6,1.7
COc1ccc2nc(SCC(=O)NC(C)(C)C)[nH]c2c1,5,1,-0.9,-5,-0.9,21,-3,7,7,-1.1,1.7
Cc1cc(NC(=O)COC(=O)c2c(C)noc2C)ccc1Br,-3,11,2.1,9,4.1,14,-8,-9,-9,1.7,4.8
O=C(N/N=C/c1c[nH]c2ccccc12)c1ccc(Br)cc1,-4,191,-0.1,-18,1.8,21,-8,0,5,-1.1,-2.1
CSc1ncccc1C(=O)OCC(=O)c1cc2ccccc2o1,7,9,3.0,7,2.0,6,-3,2,10,-1.8,0.9
CCn1c(=O)c(C)nn2c3ccccc3nc12,9,18,0.6,8,3.4,-15,1,-1,5,-1.1,1.2
CNC(=O)CN(c1ccc(C(C)C)cc1)S(C)(=O)=O,-3,-10,0.2,8,2.3,-13,6,?,14,-3.2,1.4
CCC(=O)NC(C)c1cc(Cl)c2ccccc2c1O (stereo not drawn),-9,5,3.4,·,4.4,-5,3,5,-9,1.6,4.5

# 5 of the entries above in order of the Tat export inh value, high to low.
smiles	Tat export inh
COc1ccc2nc(SCC(=O)NC(C)(C)C)[nH]c2c1	7
CCC(=O)NC(C)c1cc(Cl)c2ccccc2c1O (stereo not drawn)	5
O=C(N/N=C/c1c[nH]c2ccccc12)c1ccc(Br)cc1	0
CC1N(C)c2cc(NC(=O)c3ccco3)c(P(=O)(Nc3ccc([N+](=O)[O-])cc3)N3CCOCC3)cc2C1(C)C (stereo not drawn)	-6
Cc1cc(NC(=O)COC(=O)c2c(C)noc2C)ccc1Br	-9

# Later entries
SMILES,PKA-R2B act,Mot1-301 SUMO,Ecoli viability,PfHsp90 yeast 2,AddAB inh,HTR5A inv ag,PKA-R1A act,Tat export inh,OPRM1-OPRD1 inv,MOR-DOR ag,phage Ecoli inh
Cc1ccc2nc(-c3ccccc3N)[nH]c2c1,-7,-12,2.5,22,2.1,-2,4,10,11,-2.3,4.6
CCCC(=O)Nc1nc2c(s1)COc1ccccc1-2,-7,27,-1.1,1,-0.2,4,-22,1,0,0.1,3.7
O=C(Nc1ccc(N2CCCC2)c(Cl)c1)c1ccco1,-10,-2,-0.1,8,1.6,-7,-11,-8,6,-1.1,2.3
O=C(CN1CCC(NC(=O)c2ccccc2F)CC1)Nc1ccc2c(c1)OCCO2,1,15,1.6,-10,1.9,14,-1,2,2,-0.3,0.4
Cc1ccc(C2C(C#N)=C3N=C(N)c4ccccc4N3C3=C2C(=O)CCC3)cc1 (stereo not drawn),-4,-5,1.2,-1,-0.2,4,-4,0,15,-3.0,1.9
O=C(CCCn1cnc([N+](=O)[O-])n1)Nc1cccc(O)c1,·,-3,-0.6,-13,-0.2,·,·,3,·,·,6.0
CCCS(=O)(=O)N1CCN(CC2CC3C=CC2C3)CC1 (stereo not drawn),4,-1,0.7,0,3.3,15,3,12,6,-1.4,0.9
COc1ccc(N(C(=O)Cn2nnc3ccccc32)C(C(=O)NCc2ccco2)c2cccnc2)cc1 (stereo not drawn),-9,-7,1.3,-18,5.8,-8,-5,14,17,-4.0,1.2
COc1ccc(N(C(=O)CCl)C(C(=O)NCCc2ccccc2)c2cccs2)cc1 (stereo not drawn),4,164,-3.3,-53,2.8,-66,-4,9,-360,68*,3.4
CC(=O)c1cccc(NC(=O)Nc2ccc3c(c2)CCC3)c1,-4,-2,0.2,3,2.0,-23,8,0,-10,1.5,2.2
CCOc1cnn(Cc2ccccc2)c(=O)c1SCc1ccccc1,-8,-7,-1.0,-32,2.1,-3,-6,1,14,-2.6,0.5
C=C(C)CSc1nnc(-c2cccc(Cl)c2)n1N,-2,-6,-1.4,·,-1.8,-9,-3,3,12,-2.7,4.1
CN(C)S(=O)(=O)Nc1ccccn1,1,31,0.0,-9,1.6,7,2,-6,13,-2.5,2.9
COc1ccc(C(=O)Nn2cnc3ccccc3c2=O)c(OC)c1,6,256,1.6,-24,4.5,15,8,-6,2,-0.2,2.4
CCn1c2ccccc2c2nnc(SCC(=O)OCN3C(=O)c4ccccc4C3=O)nc21,-4,11,0.4,5,2.2,2,-6,-2,5,-0.8,-1.2
Cc1cc(=O)oc2cc(OC(C)C(=O)NC3(C#N)CCCCC3)ccc12 (stereo not drawn),-4,3,1.4,9,2.2,16,-9,-3,16,-4.1,3.2
COc1ccc(C2C(C(=O)c3ccco3)=C(O)C(=O)N2c2nnc(C)s2)cc1 (stereo not drawn),-3,163,0.1,-54,4.8,41,-2,1,0,0.0,0.9
Cc1nc(NC(=O)C2CC2)sc1C(=O)Nc1ccc(Br)cc1,-1,-17,1.2,2,5.0,-12,0,1,2,-0.5,1.2
COc1ccc(/C=N/Nc2cc(=O)n(C)c(=O)n2C)cc1OC,6,12,1.4,7,2.9,12,-13,-8,0,-0.1,2.9
